High-throughput results (PubChem)
STK33 inh: inhibitors of human STK33 kinase. Q9BYT3. purified STK33, MBP phosphorylation, ADP-Glo luminescence. inhibition, % at 10 µM. actives 0.073% (n = 320,000). AID 2661;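 active = inhibition at or above 25%, using the most active replicate where run in duplicate; inactive = inhibition below 25%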
Target sequence (Q9BYT3 whole entry, looked up): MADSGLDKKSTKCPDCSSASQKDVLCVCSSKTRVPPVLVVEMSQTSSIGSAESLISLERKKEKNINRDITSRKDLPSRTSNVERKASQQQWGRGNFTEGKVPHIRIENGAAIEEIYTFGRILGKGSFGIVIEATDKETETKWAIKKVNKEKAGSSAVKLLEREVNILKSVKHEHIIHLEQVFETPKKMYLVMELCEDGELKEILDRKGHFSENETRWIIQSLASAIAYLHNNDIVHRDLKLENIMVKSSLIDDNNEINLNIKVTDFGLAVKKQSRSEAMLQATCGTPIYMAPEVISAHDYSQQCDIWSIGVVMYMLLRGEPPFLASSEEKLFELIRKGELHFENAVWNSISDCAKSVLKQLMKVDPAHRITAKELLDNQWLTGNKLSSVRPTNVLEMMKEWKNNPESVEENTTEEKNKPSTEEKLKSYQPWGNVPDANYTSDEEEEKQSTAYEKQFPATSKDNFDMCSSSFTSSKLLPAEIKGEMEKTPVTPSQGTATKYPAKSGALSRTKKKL
OX1R antag: OX1R (human) antagonism; AID 485270; OX1R-expressing cells, FRET antagonist read-out; actives 1.8% (n = 330,000); inhibition, % at 6.6 µM; O43613; in the data active = inhibition mostly above about 38%, no sharp cut-off; inactive = mostly below about 40%;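 also: 0% = agonist challenge alone and 100% = reference antagonist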
Target sequence (O43613 whole entry, looked up): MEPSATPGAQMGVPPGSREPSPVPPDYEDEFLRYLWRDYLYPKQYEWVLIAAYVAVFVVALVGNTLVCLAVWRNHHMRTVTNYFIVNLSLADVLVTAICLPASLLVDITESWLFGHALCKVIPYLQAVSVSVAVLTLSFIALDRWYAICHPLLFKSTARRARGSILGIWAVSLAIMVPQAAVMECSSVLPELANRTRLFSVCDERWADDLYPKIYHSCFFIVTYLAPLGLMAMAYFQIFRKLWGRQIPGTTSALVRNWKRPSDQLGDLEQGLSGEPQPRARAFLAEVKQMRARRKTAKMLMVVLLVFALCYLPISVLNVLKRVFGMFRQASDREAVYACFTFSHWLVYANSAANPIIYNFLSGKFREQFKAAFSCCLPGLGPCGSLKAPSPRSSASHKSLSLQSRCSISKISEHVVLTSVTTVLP
* hit, by the source's call; / = no result given. Rows were taken by chance (roughly 1.8% active in at least one column).

STK33 inh	OX1R antag	Compound
-0.6	6.5	Cc1cc(C)c2nc(N3CCCN(C(=O)c4cnccn4)CC3)c(C#N)cc2c1
0.3	19.7	CCCCN(CCCC)CCNC(=O)CSCc1ccc(C)cc1
-2.6	10.5	C=C(C)CSc1nc(N)c(C#N)c(-c2ccc(C)cc2)c1C#N
-0.3	6.5	C=C[C@@]1(C)CCC(/C(C)=C/C=C/C(C)(C)O)C[C@@H]1C(=C)C (stereo partly specified)
-0.3	20.9	CCN1CCN(C(=O)c2c(-c3ccccc3)noc2C)CC1
/	1.6	C[C@H](CO)N1C[C@H](C)[C@@H](CN(C)S(=O)(=O)c2ccc(F)cc2)Oc2ccc(NC(=O)Nc3ccc4c(c3)OCO4)cc2C1=O
1.5	26.2	C=CCn1c(-c2ccc(OC)c(OC)c2)cs/c1=N\c1ccccn1
0.4	1.6	O=C(CN1CCN(C(=O)N2CCOCC2)CC1)Nc1cc(Cl)ccc1Cl
-0.6	29.1	COc1ccc(C(=O)Nc2ccc(C(=O)N3CCCC3)cc2)cc1[N+](=O)[O-]
-0.5	9.4	COc1ccc(C(C(=O)NCc2ccccc2)N(Cc2ccco2)C(=O)c2snc(C(N)=O)c2N)cc1OC (stereo unspecified)
-1.7	9.7	COC(=O)c1cnn(-c2ccccc2)c1C(OC)OC
5.4	45.0	C(=N\Nc1nncc2ccccc12)/c1ccccn1
1.8	8.7	CC1(C)CC2CC(C)(CN2c2ncnc3ccc(Br)cc23)C1 (stereo unspecified)
-0.5	136.9*	C=CCn1c(=O)c(C#N)cc2c(=O)n3ccccc3nc21
-2.7	16.4	NC(=O)C1=NOC(CNc2ncc(C(F)(F)F)cc2Cl)C1 (stereo unspecified)
0.6	18.9	CC1=C(C)CS(=O)N(S(=O)(=O)c2ccccc2)C1 (stereo unspecified)
-1.1	-14.2	Cc1ccc(/C=N/NC(=O)c2cccnc2)s1
0.1	14.0	CNc1ccccc1C(C)(C)c1cc(-c2cccc(OC)c2)no1
/	34.3	COCCn1ccc2c(OCC(=O)Nc3ccccc3OC)cccc2c1=O
1.1	35.7	CCCC[C@@H]1CNCCN1CCc1cccc(F)c1

Record cards, as listed above. Order of values: STK33 inh, OX1R antag
CCCC[C@@H]1CNCCN1CCc1cccc(F)c1 is listed as 1.1, 35.7
C=CCn1c(=O)c(C#N)cc2c(=O)n3ccccc3nc21 is listed as -0.5, 136.9*

Carrying on:
STK33 inh	OX1R antag	Compound
-0.5	11.8	Cc1oc2cc(O)ccc2c(=O)c1N1C(=O)c2ccccc2C1=O
0.2	-11.1	COc1ccc(-c2nnn(CC(=O)N3CCN(c4ccccc4OC)CC3)n2)cc1
-1.2	7.7	CCOC(=O)c1ccc(NS(=O)(=O)c2cc(-c3nnnn3CC)ccc2OC)cc1
0.5	14.0	O=C(/C=C/c1cccc([N+](=O)[O-])c1)N(c1ccccn1)c1ccccn1
/	2.6	COc1ccc2[nH]c3c(c2c1)CCN1C(=O)C(CC(=O)NCC24CC5CC(CC(C5)C2)C4)C[C@H](C(=O)N2CCOCC2)[C@@]31CCC1CCCC1 (stereo partly specified)
0.0	1.6	O=C(CSc1nc2[nH]ncc2c(=O)[nH]1)N1CCCC1
-1.0	16.5	COc1ccc(-c2noc(-c3ccc(Cl)cc3[N+](=O)[O-])n2)cc1OC
1.6	4.0	CC(=O)c1ccc(OCCCCCCCOc2ccc(C(C)=O)cc2)cc1
-0.2	5.9	CCCCCCCNC(=O)C1(CC2CC(c3cccc(Br)c3)=NO2)CCN(C(=O)CCCCCBr)CC1 (stereo unspecified)
0.8	7.0	COc1ccccc1C(=O)N(Cc1ccco1)C1CCS(=O)(=O)C1 (stereo unspecified)
-0.6	2.6	C=CCn1c(=O)c2c(nc(-c3ccc(S(=O)(=O)O)cc3)n2C)n(C)c1=O
-0.4	3.8	COc1ccc(N2CCN(C(=O)c3ccc4c(=O)n(Cc5ccc6c(c5)OCO6)c(=O)[nH]c4c3)CC2)cc1
1.3	30.7	C=CCn1c2ccccc2c2nnc(SCc3[nH]c(=O)[nH]c3C(=O)CCCCC(=O)OCC)nc21
0.8	26.0	Cc1ccc2c(c1)=C(c1sc(N(C)c3ccc(O)cc3)nc1O)C(=O)N=2
-0.7	14.4	CNc1c([N+](=O)[O-])cnn1-c1ccc(Cl)cc1Cl
0.2	3.3	NC(=O)CCC(NS(=O)(=O)c1ccc(Cl)cc1)C(=O)NCc1ccccc1 (stereo unspecified)
-0.5	10.3	S=C(NCCN1CCOCC1)Nc1ccc(Cl)cc1Cl
0.7	21.1	Cc1cccc(NC(=S)NCC(C)CSc2ccc(Cl)cc2)c1 (stereo unspecified)
-0.2	4.0	O=C1NN=C(c2ccccc2)CC1c1ccc(Cl)cc1Cl (stereo unspecified)
-1.7	7.8	CC(C)C(=O)Nc1nnc(CCN2CCCCC2)s1
-2.3	33.2	CCOC(=O)c1cc(-c2ccc(C)cc2)n(CCC(=O)N2CCN(c3ccccn3)CC2)c1C
/	6.9	COc1ccc(N2CCN(C(=S)Nc3ccccc3)CC2)cc1
1.1	14.5	COc1ccc(CCNC(=O)CN(C)S(=O)(=O)c2ccc(Br)s2)cc1OC
-1.4	35.4	Cc1ccc(NC(=O)CSC2=C(C#N)C(c3ccco3)C3=C(CCCC3=O)N2)cc1 (stereo unspecified)
1.0	13.8	CC1(C)NC(=O)N(CCCOc2ccc(Br)cc2Cl)C1=O
-0.1	15.7	C[n+]1cccc(C(=O)[O-])c1
0.8	25.1	O=C(NC(=S)NCCC1=CCCCC1)c1cccnc1
-2.7	-4.0	Cc1ccc(C)c(C(C)NC(=O)C2CCCO2)c1 (stereo unspecified)
-0.3	15.5	CC(C)(C)N1CSC(=S)N(Cc2ccccc2)C1
-1.4	24.5	CN(C)/C=C(\C=N\OCc1ccc(Cl)cc1Cl)C(=O)Nc1ccc(Cl)c(Cl)c1
-1.8	0.9	CN(C(=O)CN1C(=O)NC2(CCCc3ccccc32)C1=O)C1CCCCC1 (stereo unspecified)
1.4	28.2	CC(=O)Nc1ccc(S(=O)(=O)NC2(C(F)(F)F)NC(=O)N(c3ccc(C)cc3)C2=O)cc1 (stereo unspecified)
0.8	27.0	CC1=Nn2c(nnc2-c2cc(-c3ccccc3)n[nH]2)SC1
-1.1	11.6	CC(C)(C)NC(=S)NNC(=O)c1ccc2ncccc2c1
-0.7	16.6	CCCn1c(=O)c(C(=O)Nc2ccccc2C(=O)OC)c(O)c2ccccc21
3.8	10.8	Oc1ccc2ccccc2c1/C=N/n1cnnc1
1.2	1.1	COc1ccccc1C1=CC(=O)C[C@H](c2ccc3c(c2)OCO3)C1
-1.5	32.8	CCOc1c2ccc(C(=O)NCc3ccc(OC)cc3)cc2nn1CCOC
-0.6	17.1	Cc1cc(-c2ccc(Cl)cc2)n2nc(C)cc2n1
2.3	13.4	Cc1nc(-c2ccccc2)sc1C(=O)/C=C/N(C)C

Among those listed so far, these have an NH in an aromatic ring.
STK33 inh	OX1R antag	Compound
/	2.6	COc1ccc2[nH]c3c(c2c1)CCN1C(=O)C(CC(=O)NCC24CC5CC(CC(C5)C2)C4)C[C@H](C(=O)N2CCOCC2)[C@@]31CCC1CCCC1 (stereo partly specified)
0.0	1.6	O=C(CSc1nc2[nH]ncc2c(=O)[nH]1)N1CCCC1
-0.4	3.8	COc1ccc(N2CCN(C(=O)c3ccc4c(=O)n(Cc5ccc6c(c5)OCO6)c(=O)[nH]c4c3)CC2)cc1
1.3	30.7	C=CCn1c2ccccc2c2nnc(SCc3[nH]c(=O)[nH]c3C(=O)CCCCC(=O)OCC)nc21
0.8	27.0	CC1=Nn2c(nnc2-c2cc(-c3ccccc3)n[nH]2)SC1

(list continues)
STK33 inh	OX1R antag	Compound
3.1	46.2	O=C(CC(SCc1ccco1)c1ccc(O)cc1)c1cccs1 (stereo unspecified)
-0.3	12.7	COc1cc(Cl)c(C)cc1NC(=O)COC(=O)CCc1nc2ccccc2c(=O)[nH]1
8.1	25.0	CC1=NN(c2nc3ccccc3[nH]2)C(=O)/C1=C/N(C)C
-0.6	20.8	Cc1nnc(SCc2ccccc2CSc2nnc(C)s2)s1
-1.0	4.6	Cc1c(N=Cc2ccc(Cl)o2)c(=O)n(-c2ccccc2)n1C
-0.7	19.5	CCOC(=O)c1sc(N)c(C#N)c1COC(=O)CNC(=O)c1cc(OC)c(OC)c(OC)c1
-2.2	19.1	C/C(N)=C(/C#N)C(=O)CSc1cc(Cl)ccc1Cl
-1.6	31.7	O=C(CN1CCCCC1)NCCNC(=O)CN1CCCCC1
-1.8	5.2	CC(C)(C)OC(=O)NNC(=S)NC1CCCCC1
0.0	6.6	O=C(NCC(c1cccs1)N1CCOCC1)c1ccc(OCc2ccccc2)cc1 (stereo unspecified)
0.1	6.4	COc1ccc(CCC(=O)NNC(=O)c2cccs2)cc1
0.4	25.4	O=C(CC1N=C2c3ccccc3N=C(SCc3ccc(F)cc3)N2C1=O)NCc1ccco1 (stereo unspecified)
-2.8	9.8	O=[N+]([O-])c1ccccc1OCCCN1CCc2ccccc2C1
1.7	23.5	O=C(c1ccccc1-n1cccc1)N1N=C(C(F)F)CC1(O)C(F)F (stereo unspecified)
3.6	2.7	CN(C)C(C)(C)/C=C/C(O)(c1ccccc1)c1ccccc1
-1.8	24.4	CSc1nc(N)nc(SC2C=CCCC2)c1C#N (stereo unspecified)
1.0	12.9	CC(C)NC(=O)c1ccc(C2SCC(=O)N2Cc2ccccc2)cc1 (stereo unspecified)
-1.4	8.1	CCOC(=O)N1CCC(NC(=O)CN2C(=O)CSc3nc(C)cc(C)c32)CC1
/	28.2	Cc1ccc2nc(SCC(=O)Nc3cccc(F)c3)nc(=O)n2c1
0.2	25.1	Cc1ccc(C2=NNC(C(O)C(O)C(O)C(C)O)S2)cc1 (stereo unspecified)
-1.0	22.6	Cn1nnnc1Sc1ncnc2scc(-c3cccc4c3sc3ccccc34)c12
0.1	41.8	CC(Sc1nc(-c2ccccc2)cs1)C(=O)Nc1ccc(Cl)cn1 (stereo unspecified)
1.8	-5.4	O=C1NCCCCC1NS(=O)(=O)c1cccc2ccccc12 (stereo unspecified)
3.8	14.8	CCOc1cc(/C=N\n2nnnc2N)ccc1O
/	2.3	Nc1ncnc2c1ncn2[C@@H]1O[C@H](CNC(=O)[C@@H]2CCC(=O)N2)[C@@H](O)[C@H]1O
-0.3	32.8	N#CC1=C(N)C(C#N)(C#N)C(c2cccnc2)C2COCC=C12 (stereo unspecified)
-0.7	12.0	CCCN1CCN(C(=O)Nc2ccc(OCC)cc2)CC1
2.6	2.6	O=C(COC(=O)c1cccc(Cl)c1)Nc1ccc2[nH]c(=O)[nH]c2c1
-0.8	8.3	COc1cccc(CN2CC(C(=O)NCCCc3ccc(C)cc3)CCC2=O)c1 (stereo unspecified)
-2.2	2.5	Cc1ccccc1N=Nc1c(O)n(C)c2ccccc12

The list goes on, starting with the last three of the part before.
STK33 inh	OX1R antag	Compound
2.6	2.6	O=C(COC(=O)c1cccc(Cl)c1)Nc1ccc2[nH]c(=O)[nH]c2c1
-0.8	8.3	COc1cccc(CN2CC(C(=O)NCCCc3ccc(C)cc3)CCC2=O)c1 (stereo unspecified)
-2.2	2.5	Cc1ccccc1N=Nc1c(O)n(C)c2ccccc12
-0.2	22.5	COc1ccc(OC)c(NC(=O)c2cccc(S(=O)(=O)N3CCN(C(C)=O)CC3)c2)c1
-3.1	17.5	CC(CN(C)Cc1ccccc1)OC(=O)c1cccc(F)c1 (stereo unspecified)
-1.9	-4.2	C=CCN(c1ccc(C(=O)Nc2cc(C)cc(C)c2)cc1)S(C)(=O)=O
-1.4	23.2	CN1C(C(=O)NCc2ccccc2)CC2Cn3c(nc4cc5ccccc5cc43)C21 (stereo unspecified)
-0.8	20.2	Cc1ccc(NC(=O)C(OC(=O)c2cc(C)oc2C)c2ccccc2)cc1 (stereo unspecified)
-0.6	41.7	CCOC(=O)N=Nc1c(O)n(CC)c2ccccc12
1.2	4.3	CC(=O)c1ccc(O[C@@H]2O[C@H](CO)[C@@H](O)[C@H](O)[C@H]2O)cc1
-0.7	12.3	Cc1cc(C)nc(NC(=O)CN2C(=O)c3ccccc3C2=O)n1
-1.0	-18.9	COC(=O)c1cc(Br)c(=O)n(Cc2ccc(C(=O)O)cc2)c1
-0.1	23.1	COc1ccc(S(=O)(=O)N(Cc2ccccc2)c2ccccc2C(=O)Nc2ccccc2C(=O)NCc2ccco2)cc1
-1.2	30.3	CCn1nccc1C(=O)Nc1cc(Cl)ccc1Cl
-1.5	17.5	Cc1ccc(CN2C(=O)C3CCCN3c3ccc(S(=O)(=O)N4CCOCC4)cc32)cc1 (stereo unspecified)
-0.8	10.4	Cc1cc(-c2nnc3n2N=C(c2ccccc2Br)CS3)n[nH]1
-0.7	21.5	O=C(CSc1nc2ccccc2c(=O)n1-c1ccccc1)NC(=O)CN1CCCC1=O
-1.4	22.8	N#C/C(=C\c1cccnc1)c1ccccn1
-0.6	15.8	CC(C)CC(NC(=O)c1ccc(Cl)cc1)C(=O)OCc1cc([N+](=O)[O-])cc2c1OCOC2 (stereo unspecified)
-0.3	10.1	O=C(CC1Sc2ccccc2NC1=O)Nc1cccc(C(=O)O)c1 (stereo unspecified)
-1.0	9.7	CCOc1ccc(NS(=O)(=O)c2c(C(=O)N3CCCCCC3)c(C)n(C)c2C)cc1
-0.7	1.8	Cc1ccc(N=Nc2ccc(N)cc2C)c(S(N)(=O)=O)c1
0.0	4.8	COc1cc(OC)cc(C(=O)NCC(=O)OCC(=O)NC(C)(C)C)c1
-2.7	55.7*	O=C(Nc1ccccn1)c1ccc([N+](=O)[O-])cc1Cl
0.6	2.2	O=[N+]([O-])c1cccc(/C=N/Nc2cc(N3CCOCC3)ncn2)c1
-0.9	-1.3	Cc1ccccc1N(CC(=O)NCc1ccncc1)S(C)(=O)=O
-1.8	-6.1	O=C(CN1CCCC1=O)NC1(C(F)(F)F)NC(=O)N(Cc2ccccc2)C1=O (stereo unspecified)
0.9	16.8	Cc1ccc(C(=O)N/N=C\c2cccs2)cn1
0.1	13.3	COC(=O)c1ccc(CNC(=O)COC(=O)/C=C/c2ccc(OC)c(OC)c2)cc1
-0.4	1.9	CC(OCCN1CCCC1)(c1ccc(F)cc1)c1ccc(F)cc1
2.3	3.5	O=c1c2c3c(sc2nc2n1CCCC2)CCC3
